Tn7 DDE FP: inhibitors of Tn7 peptide binding to fibrin DD(E), primary screen, biochemical, fluorescence polarization, human fibrin, Tn7 probe. 0.13% of 370,000 active. AID 720508, 2013. Fibrinogen beta chain (Homo sapiens), P02675. inhibition, % at 8.3 µM. FP displacement of FITC-Tn7 peptide from fibrin DD(E); 0% = median of compound wells per plate;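 active = inhibition above the mean of compounds falling within the control limits plus 3 SD of them, cut at about 14% in these data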;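 also: 0% = plate median of compound wells and 100% = 10 µM Aha-Tn7 peptide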
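assay system = human clot-derived fibrin DD(E) complex | quantity = Fibrin-DD(E) at 2 µM final | timing = 10 min preincubation, 3 h with tracer, room temperature | signal = fluorescence polarization | measure = percent inhibition | benchmarks = high control wells with 10 µM unlabelled Aha-Tn7 peptide (full inhibition) | replicates = singlicate testing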
DDE Tn6 FP inh: inhibitors of Tn6 peptide binding to fibrin DD(E), primary screen, biochemical, fluorescence polarization, human fibrin, Tn6 probe; Fibrinogen beta chain (Homo sapiens), P02675; Fibrin DD(E) TRITC-Tn6 fluorescence polarization displacement; inhibition, % at 8.3 µM; 0.21% of 370,000 active;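 active = inhibition above a per-campaign cutoff: mean of compounds within control limits plus 3 SD, cut at about 15% in these data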;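 also: 0% = median of all compound wells on the plate and 100% = blocking peptide control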
TDP2 absorb: human TDP2 enzyme inhibitors, primary screen, biochemical, epi absorbance, recombinant enzyme | Tyrosyl-DNA phosphodiesterase 2 (Homo sapiens), O95551 | T5PNP hydrolysis, p-nitrophenol absorbance 415 nm | inhibition, % at 12.8 µM | 0.34% of 370,000 active;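 active = inhibition above the mean of all tested compounds plus 3 SD, set per campaign, cut at about 25% in these data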;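 also: 0% = DMSO with enzyme and 100% = buffer with substrate but no TDP2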
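Evaluation: % inhibition relative to enzyme-containing and enzyme-free wells. Material: recombinant human TDP2. Benchmarks: enzyme-free and DMSO wells. Timing: enzyme reaction with compound for 2 h at 37 °C. Compound dosing: 12.8 µM only. Measured by: p-Nitrophenol epi absorbance. Reagent: T5PNP substrate at 5 mM, a TopII-DNA adduct mimic. Replication: single well per compound.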
ASAP1 inh: inhibitors of human ASAP1 ArfGAP activity, primary screen, biochemical, fluorescence polarization. Arf-GAP with SH3 domain, ANK repeat and PH domain-containing protein 1 (Homo sapiens), …. ASAP1-stimulated ARF1 GTP hydrolysis, GDP FP detection. inhibition, % at 16.5 µM. 0.19% of 360,000 active; in the data active = inhibition above about 25%;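 also: 0% = vehicle with enzyme and substrate and 100% = no enzyme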
Target sequence (Q9ULH1 325-724 limits assumed): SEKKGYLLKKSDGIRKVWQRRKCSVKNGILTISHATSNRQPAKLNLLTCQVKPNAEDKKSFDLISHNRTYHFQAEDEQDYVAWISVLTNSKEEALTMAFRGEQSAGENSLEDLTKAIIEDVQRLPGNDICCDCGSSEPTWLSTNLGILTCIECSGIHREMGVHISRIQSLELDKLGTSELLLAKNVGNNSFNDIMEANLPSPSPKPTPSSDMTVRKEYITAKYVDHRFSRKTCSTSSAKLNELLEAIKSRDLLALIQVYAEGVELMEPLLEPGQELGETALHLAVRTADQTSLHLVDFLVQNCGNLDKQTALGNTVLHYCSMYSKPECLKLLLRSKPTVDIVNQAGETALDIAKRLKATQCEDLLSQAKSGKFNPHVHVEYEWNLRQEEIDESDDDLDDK
SIAE inh: human SIAE inhibitors, primary screen, biochemical, fluorescence polarization, FP-Rh probe, 1536-well HTS | Sialate O-acetylesterase (Homo sapiens), Q9HAT2 | SIAE FP-Rh probe binding | inhibition, % at 9.66 µM | 0.69% of 370,000 active | AID 1053197, 2014;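 active = inhibition above a cutoff: mean of compounds within the control limits plus 3 SD of those, cut at about 17% in these data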;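 also: 0% = plate median of compound wells and 100% = probe without SIAE protein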
Target sequence (Q9HAT2 whole entry, looked up): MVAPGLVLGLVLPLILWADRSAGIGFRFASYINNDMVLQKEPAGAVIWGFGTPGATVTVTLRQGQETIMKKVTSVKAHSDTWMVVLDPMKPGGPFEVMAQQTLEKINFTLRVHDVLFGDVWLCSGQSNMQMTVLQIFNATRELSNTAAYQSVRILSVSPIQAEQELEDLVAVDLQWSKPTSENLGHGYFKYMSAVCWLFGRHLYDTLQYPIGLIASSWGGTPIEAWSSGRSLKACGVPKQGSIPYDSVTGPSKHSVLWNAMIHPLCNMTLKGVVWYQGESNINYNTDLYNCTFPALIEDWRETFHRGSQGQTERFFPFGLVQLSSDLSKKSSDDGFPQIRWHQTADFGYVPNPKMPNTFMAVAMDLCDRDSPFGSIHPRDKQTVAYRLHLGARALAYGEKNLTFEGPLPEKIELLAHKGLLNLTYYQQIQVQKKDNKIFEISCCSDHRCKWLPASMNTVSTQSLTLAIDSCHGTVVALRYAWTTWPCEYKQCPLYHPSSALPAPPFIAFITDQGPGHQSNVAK
ADAM17 inh: ADAM17 inhibitors, primary screen, biochemical, QFRET; inhibition, % at 6.95 µM; AID 720648, 2013; 0.83% of 370,000 active; recombinant ADAM17, EDANS/DABCYL FRET peptide cleavage; Disintegrin and metalloproteinase domain-containing protein 17 (Homo sapiens), P78536;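 active = inhibition above the mean of compounds lying between control limits plus 3 SD, set per campaign, cut at about 8.5% in these data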;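 also: 0% = DMSO-only wells as the low control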
PLC-beta3 inh: human PLC-beta3 inhibitors, primary screen, biochemical, fluorescence; 1-phosphatidylinositol 4,5-bisphosphate phosphodiesterase beta-3 (Homo sapiens), Q01970; Purified PLC-beta3, fluorogenic substrate; inhibition, % at 12.2 µM; 0.18% of 370,000 active; in the data active = inhibition above about 11%;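 also: 0% = median of compound wells on plate and 100% = full blocker control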
ARFGAP1 inhibitor: inhibitors of rat ARFGAP1 GAP activity, primary screen, biochemical, fluorescence polarization, GDP tracer. inhibition, % at 16.5 µM. Arfgap1-stimulated ARF1 GTP hydrolysis, GDP FP detection. ADP-ribosylation factor GTPase-activating protein 1 (Rattus norvegicus), Q62848. 0.26% of 360,000 active;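 active = inhibition above a per-plate limit, mean inhibition of low control wells plus 3 SD, cut at about 25% in these data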;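 also: 0% = DMSO wells with enzyme and 100% = wells lacking Arfgap1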
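System: truncated rat Arfgap1 GAP domain / Benchmarks: high control wells lacking Arfgap1, low control full reaction with DMSO / Times: compound-enzyme preincubation 20 min, reaction 120 min, detection 60 min, 25 °C / Repeats: one replicate per compound / Also added: human ARF1(Δ1-17)-GTP substrate / Measured by: Tracer-displacement fluorescence polarization with EDTA stop, 620/688 nm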
ADAM10 inh: human ADAM10 inhibitors, primary screen, biochemical, QFRET, HTS. recombinant ADAM10, EDANS/DABCYL FRET peptide cleavage, 3 h. Disintegrin and metalloproteinase domain-containing protein 10 (Homo sapiens), O14672. 0.62% of 370,000 active. inhibition, % at 7 µM;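 active = inhibition above a per-campaign cutoff equal to the mean of compounds falling between control-based bounds plus 3 SD, cut at about 20% in these data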;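 also: 0% = DMSO wells while the 100% control is not disclosed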
PLC-gamma1 inh: PLC-gamma1 enzyme inhibitors, primary screen, biochemical, fluorescence, purified enzyme; 1-phosphatidylinositol 4,5-bisphosphate phosphodiesterase gamma-1 (Homo sapiens), P19174; fluorogenic substrate; inhibition, % at 12.2 µM; 0.84% of 370,000 active; AID 720700, 2013; in the data active = inhibition above about 9.5%
Active calls of the source: *. Hits appear at their usual frequency; overall some 3.6% were active at least once.

1: Cc1ccc(NS(=O)(=O)c2coc(C(N)=O)c2)cc1F
2: COc1cccc(C(=O)CSc2nnc(COc3cccc4cccnc34)o2)c1
3: CCOC(=O)C1=CCC(c2ccc(N(CC)CC)cc2)N(S(=O)(=O)c2ccc(C)cc2)C1c1ccc([N+](=O)[O-])cc1 (stereo not drawn)
4: CC(C)[C@@H](C(=O)N[C@@H](Cc1ccccc1)C(=O)O)N1C(=O)N2CCc3c([nH]c4ccccc34)[C@@]2(C)C1=O
5: O=C(CCNS(=O)(=O)c1ccc(Cl)cc1)N1CCCCCC1
6: CCc1ccc(/C=N/n2c(C)cc(C)c(C#N)c2=O)cc1
7: CC(C)OCCCNC(=S)NNC(=O)C(c1ccccc1)c1ccccc1
8: CC(=O)c1ccc(NC(=O)CNCc2cccs2)cc1
assay / compound	1	2	3	4	5	6	7	8
Tn7 DDE FP	0	-6	-4	-1	-3	3	4	0
DDE Tn6 FP inh	5	1	-2	-2	1	-1	-1	2
TDP2 absorb	5	-2	5	-7	-4	-4	1	19
ASAP1 inh	-8	-6	-2	2	6	6	0	-10
SIAE inh	-4	-4	2	-3	0	0	1	0
ADAM17 inh	-1	-3	1	-2	2	0	3	1
PLC-beta3 inh	3	-3	8	4	-1	2	0	2
ARFGAP1 inhibitor	2	1	6	5	13	0	3	2
ADAM10 inh	-10	-12	-8	1	6	1	2	-3
PLC-gamma1 inh	0	-2	4	3	-2	2	2	2

9: CC(=O)c1ccc(OCC(C)Oc2ccc(C#N)cc2)cc1 (stereo not drawn)
10: CSCCC(=O)N1CCC(n2nccc2NC(=O)CCc2ccccc2)CC1
11: O=C(NCc1ccco1)c1ccc(CN2CCOCC2)cc1
12: CC(CCc1ccccc1)NC(=O)CNC(=S)N(Cc1cccs1)C1CCCC1 (stereo not drawn)
13: Cc1cc(C)c(NC(=O)CNC(=O)Cc2ccc(S(=O)(=O)N3CCOCC3)s2)c(C)c1
14: Cn1ncc(N=Cc2c(O)ccc3ccccc23)c1C(=O)Nc1cccc(Cl)c1
15: CC(C)=CCCC1=CC[C@H]2[C@@H](C1)C(C(C)C)=CC(=O)[C@@]2(C)O
16: O=C(Nc1ncccn1)c1ccc([N+](=O)[O-])cc1
assay / compound	9	10	11	12	13	14	15	16
Tn7 DDE FP	3	4	1	-5	-9	10	-2	-6
DDE Tn6 FP inh	2	3	-5	-10	-4	-2	-6	-10
TDP2 absorb	-4	-3	2	-13	2	1	7	13
ASAP1 inh	3	-2	-1	-12	-3	5	-2	2
SIAE inh	-1	-1	-1	-5	8	3	7	1
ADAM17 inh	-3	-4	-3	3	-2	-2	3	-1
PLC-beta3 inh	-10	-6	2	1	-18	-3	0	-1
ARFGAP1 inhibitor	16	5	-4	1	-5	-1	7	-5
ADAM10 inh	-3	2	-3	14	-6	5	1	-4
PLC-gamma1 inh	-1	-2	0	5	-12	-2	5	1

Looked up by structure from the list above:
12: CC(CCc1ccccc1)NC(=O)CNC(=S)N(Cc1cccs1)C1CCCC1 (stereo not drawn)
10: CSCCC(=O)N1CCC(n2nccc2NC(=O)CCc2ccccc2)CC1
7: CC(C)OCCCNC(=S)NNC(=O)C(c1ccccc1)c1ccccc1
15: CC(C)=CCCC1=CC[C@H]2[C@@H](C1)C(C(C)C)=CC(=O)[C@@]2(C)O
assay / compound	12	10	7	15
Tn7 DDE FP	-5	4	4	-2
DDE Tn6 FP inh	-10	3	-1	-6
TDP2 absorb	-13	-3	1	7
ASAP1 inh	-12	-2	0	-2
SIAE inh	-5	-1	1	7
ADAM17 inh	3	-4	3	3
PLC-beta3 inh	1	-6	0	0
ARFGAP1 inhibitor	1	5	3	7
ADAM10 inh	14	2	2	1
PLC-gamma1 inh	5	-2	2	5

More records follow:
17: Cc1ccc(-n2nc3c(=O)n(CCCC(=O)NCCc4ccccc4C)nc(C)c3c2C)cc1
18: Cc1cc(C(=O)Nc2ccccc2C(=O)O)oc1C
19: CC(=O)c1cccc(NC(=O)COC(=O)c2ccc(S(C)(=O)=O)c([N+](=O)[O-])c2)c1
20: CC(=O)c1cccc(OCC(=O)N2CCCc3ccccc32)c1
21: Clc1cccc(Cc2c(-c3cccc(Br)c3)nc3ccc(Cl)cn23)c1
22: COC(=O)Cc1ccc(Oc2ncc(C(F)(F)F)cc2Cl)cc1
23: CCN(CC(=O)Nc1c(F)cccc1F)C(=O)C1CCCO1 (stereo not drawn)
24: COc1ccc(-c2csc(NC3OC(=O)c4c3ccc(OC)c4OC)n2)cc1OC (stereo not drawn)
assay / compound	17	18	19	20	21	22	23	24
Tn7 DDE FP	-7	-1	-2	3	5	-6	-1	1
DDE Tn6 FP inh	4	-4	-6	9	-9	-8	-3	6
TDP2 absorb	-6	8	4	-4	-6	2	4	-8
ASAP1 inh	1	11	8	-7	6	5	5	9
SIAE inh	4	-2	-2	1	-10	9	8	4
ADAM17 inh	1	-1	-4	-1	2	2	-3	0
PLC-beta3 inh	-2	-5	1	-9	-15	1	3	-8
ARFGAP1 inhibitor	7	2	7	-6	-7	6	-10	14
ADAM10 inh	-8	10	-6	1	-6	2	-2	1
PLC-gamma1 inh	3	2	2	0	-8	-4	0	1

25: O=C(CN1CCN(c2nc(-c3ccccc3)cs2)CC1)NCc1ccc2c(c1)OCO2
26: NS(=O)(=O)c1ccc(N/N=C/c2ccc(O)c(O)c2O)c([N+](=O)[O-])c1
27: CCCc1cn(S(=O)(=O)c2ccc(OC)cc2OC)nc1N
28: CCCCn1c(SCC(=O)NC2CC(C)(C)NC(C)(C)C2)nc2cc(S(N)(=O)=O)ccc21
29: CC(C)=C[C@H]1C[C@H](C)[C@H]2CC[C@H](C)c3c(O[C@@H]4O[C@@H](C)[C@@H](O)[C@@H](O)[C@@H]4O)c(O)c(C)c1c32
30: Cc1ccc(NC(=O)CCNS(=O)(=O)c2ccc3c(c2)CCC(=O)N3)c(Br)c1
31: Cc1ccc(CN2CCc3[nH]c(=O)[nH]c(=O)c3C2)cc1
32: CCC(C)(C)NC(=O)CN(Cc1ccc(F)cc1)C(=O)CCC(=O)Nc1ccccn1
assay / compound	25	26	27	28	29	30	31	32
Tn7 DDE FP	1	1	-4	0	2	-4	-5	1
DDE Tn6 FP inh	-9	-9	-7	-3	8	1	4	6
TDP2 absorb	-15	-8	-11	-5	-16	-3	5	-2
ASAP1 inh	10	1	-12	6	0	-2	20	6
SIAE inh	3	37*	-3	0	-9	6	9	8
ADAM17 inh	12*	1	-2	-5	6	-8	-2	0
PLC-beta3 inh	-2	2	-11	-4	0	-5	-2	-3
ARFGAP1 inhibitor	-1	10	-8	-1	11	1	9	12
ADAM10 inh	15	9	5	-2	1	-6	-33	3
PLC-gamma1 inh	1	12*	-3	2	2	-2	1	-1

33: CCOc1ccccc1NC(=O)CCn1ccnc1
34: C[C@H]1CN([C@@H](C)CO)C(=O)CCCn2cc(nn2)CO[C@@H]1CN(C)S(=O)(=O)c1cccs1
35: O=C1CCc2cc(S(=O)(=O)NC(Cc3ccccc3)C(=O)NCC3CCCO3)ccc2N1 (stereo not drawn)
36: CCOCC(=O)Nc1cc(C(=O)Nc2ccccc2)ccc1Cl
37: CCOc1nc(NC(=O)NC(=O)c2ccccc2)nc(-c2ccccc2)n1
38: Oc1ccccc1C=NN1CCCCCC1
39: CC1(C)CCCC(C)(C)N1CC(O)COCCOc1ccc(Br)cc1 (stereo not drawn)
40: O=[N+]([O-])c1ccc(OC/C=C2\Oc3ccc([N+](=O)[O-])cc3C2N2CCOCC2)cc1 (stereo not drawn)
41: COc1cccc(/C=N/Nc2ncnc3c2[nH]c2ccc(C)cc23)c1OC
42: C=CCNC(=O)c1ccc(C)c(Br)c1
assay / compound	33	34	35	36	37	38	39	40	41	42
Tn7 DDE FP	2	-8	-4	12	1	-7	2	5	-1	-1
DDE Tn6 FP inh	-4	3	-3	-1	2	-6	5	8	4	-1
TDP2 absorb	-9	6	10	11	-15	9	-3	-2	10	6
ASAP1 inh	0	-3	4	0	-9	-1	5	-9	17	-1
SIAE inh	6	-5	0	3	3	6	-3	5	1	-1
ADAM17 inh	-1	-3	-2	-5	4	-4	-2	0	-4	-2
PLC-beta3 inh	0	2	1	-9	1	-1	0	1	-14	-2
ARFGAP1 inhibitor	-7	3	-9	0	0	17	7	-9	10	4
ADAM10 inh	-3	1	-8	0	1	-18	0	8	-22	-2
PLC-gamma1 inh	-1	-3	-1	-2	1	2	4	3	-7	3
